# PglD inh: C. jejuni PglD acetyltransferase inhibitors, primary screen, biochemical, DTNB colorimetric, single point; purified PglD enzyme, DTNB colorimetric CoA detection; inhibition, % at 12.5 µM; hit rate 0.098% among 360,000; in the data active means inhibition above about 16%, passing the limit was not always enough; further: strong numbers were not always called active
# * hit, by the source's call.
SMILES,PglD inh
Cc1cc(C(F)(F)F)n2nc(-c3cnn(C)c3C(F)(F)F)cc2n1,-4.5
O=C(CCc1ccc(S(=O)(=O)NCCc2ccccc2)cc1)NCc1ccco1,6.8
Cc1ccc(C(C(=O)NC2CCCCC2)N2CCC3(CC2)OCCO3)cc1 (stereo unspecified),3.8
CCOc1ccc(S(=O)(=O)NNC(=S)Nc2ccc(Br)cc2)cc1,-3.3
CCSc1oc(-c2ccco2)nc1S(=O)(=O)c1ccc(F)cc1,-2.6
O=C(NCCc1ccc(Cl)cc1)Nc1cccc(Cl)c1,0.0
Cc1ccnc(SCC(=O)N2CCN(c3cccc(Cl)c3)CC2)n1,-0.4
CCCCNC(=O)C1CCN(S(=O)(=O)N2CCCCCC2)CC1,5.9
COc1cc2c(cc1OC)CN(C(=O)c1ccc(S(=O)(=O)N3CCCCC3)cc1)CC2,2.8
Cc1nn(-c2ccc(F)cc2)c(Cl)c1/C=C(\CC(=O)O)c1nc2ccccc2s1,0.3
COc1cc2[nH]c3c(=O)n(CCN(C(C)C)C(C)C)cnc3c2cc1OC,0.1
COc1cc(/C=N/Nc2ccc([N+](=O)[O-])cc2S(=O)(=O)N2CCOCC2)cc(OC)c1OC,-0.9
COc1ccc(Nc2nnc(SCC(=O)Nc3cc(C)on3)s2)cc1,0.8
CSc1nnc(Cc2cc(=O)[nH]c(=O)[nH]2)n1-c1cc(C)ccc1C,4.4
Cc1noc(COc2ccccc2OCc2onc(C)c2Cl)c1Cl,2.4
CCOC(=O)N1CCN(c2c(-c3ccccc3)c3cc(Cl)ccc3[nH]c2=O)CC1,2.9
O=C(Nc1ccccc1N1CCN(C(=O)c2ccccc2)CC1)c1cc(Br)ccc1Cl,8.1
CCNC(=O)CSc1nc2cc([N+](=O)[O-])ccc2n1-c1cccc(C(F)(F)F)c1,1.8
N#C/C(=C\C1CC=CCC1)c1nc2ccccc2[nH]1 (stereo unspecified),7.9
O=C(CCC(=O)N1CCN(S(=O)(=O)c2ccc(Cl)cc2)CC1)NCc1ccccc1,-4.4
Cc1[nH]n2c(=O)cc(-c3ccc([N+](=O)[O-])cc3)nc2c1-c1ccccc1,-3.9
C1=C(c2ccc(-c3ccccc3)cc2)Nc2ncnn2C1c1ccco1 (stereo unspecified),-3.7
COC(=O)C1=NN[C@H](C(=O)OC)[C@H]1c1ccccc1,2.2
CC(=O)c1cccc(NC(=O)c2cc3nc(C)cc(C)n3n2)c1,-2.6
COc1ccc(C(C(=O)NC2CCCCC2)N(C(=O)CCl)c2ccc(Cl)cc2)cc1 (stereo unspecified),-2.1
CSc1nc2c(c(=O)[nH]1)C(c1cccs1)C1=C(CCCC1=O)N2 (stereo unspecified),-4.2
Cc1cc(OCc2ccc(C(=O)n3cccn3)o2)ccc1Cl,3.6
N#C/C(=C\c1c(Cl)cccc1Cl)c1nc2ccccc2o1,1.5
O=C(O)c1ccc(S(=O)(=O)N2CCCCCC2)cc1,2.2
N#CC1=C(N)NC(SCC(=O)Nc2ccccc2)=C(C#N)C12CCCC2,4.9
Cc1nc2ccc(Br)cn2c(=O)c1Cl,-6.3
CCOc1ccc2[nH]c(=S)[nH]c2c1,-7.5
CCN(CC)C(c1ccc(C)cc1)c1nnnn1C1CCCCC1 (stereo unspecified),-3.6
O=C(COC(=O)/C=C/c1ccccc1Cl)NCc1ccccc1,-3.1
CCN(CC)S(=O)(=O)c1ccc2c(c1)c(=O)c(C(=O)N1CCOCC1)cn2C,6.9
CN(Cc1nc(-c2ccccn2)no1)S(=O)(=O)c1ccc(Br)cc1,4.1
CC1(C(=O)O)CCC(C(=O)Nc2ccccc2O)C1(C)C (stereo unspecified),-2.1
CCN(CC)S(=O)(=O)c1cccc(C(=O)Oc2cccc(NC(=O)c3cccs3)c2)c1,-3.9
Cc1ccc(NC(=O)N2CCc3ccccc32)cc1,0.5
C=CCn1c(C)c(C(C)=O)c(N2CCOCC2)nc1=S,-2.4
C=CCc1c(C)nc(SC)nc1Nc1ccc(C(C)=O)cc1,2.2
O=C(OCC#CCSc1nnc(-c2ccncc2)o1)c1cccs1,-8.1
COc1ccc(OCc2ccc(-c3nc4ccccc4c(=O)n3N)o2)cc1,2.3
O=C(C[n+]1cc(-c2ccccc2)n2c1CCC2)N1c2ccccc2Sc2ccccc21,-5.2
O=C1CC(N2CCC(O)CC2)C(=O)N1c1ccc(Br)cc1 (stereo unspecified),9.8
O=C(CSc1nnc(-c2ccco2)n1CC1CCCO1)NC1CCCC1 (stereo unspecified),2.9
CN1C(=O)/C(=C/c2ccc(-c3ccccc3[N+](=O)[O-])o2)SC1=Nc1ccc(Cl)c(C(=O)O)c1,-3.7
COC(=O)c1ccc(C)c(NC(=O)CCSc2ccccc2)c1,-2.5
C#CCOC(=O)/C(=C/c1ccc(F)cc1)NC(C)=O,-0.6
S=C(Nc1ccccc1)Nc1ccc(OCc2ccccc2)cc1,0.5
CN(C)CCNC(=O)/C(=C/c1ccc(-c2ccc(Cl)cc2)o1)NC(=O)c1ccccc1,-3.9
COC(=O)c1ccc(CN2C(=O)NC3(CCC(C)CC3)C2=O)o1 (stereo unspecified),-1.5
COc1ccc(C2=Nn3c(nnc3-c3ccco3)SC2)cc1OC,0.6
CC(C)COC(=O)N1CCCC1C(=O)Nc1nccs1 (stereo unspecified),0.0
CCCCNc1c(C(=O)OCC)c(=O)[nH]c2ccccc12,-0.3
C=CCOC(=O)C1=C(C)OC(N)=C(C#N)C1c1ccccc1F (stereo unspecified),0.7
CCOc1cccc(/C(O)=C2/C(=O)C(=O)N(Cc3ccco3)C2c2ccncc2)c1 (stereo unspecified),1.0
COC(=O)c1ccc(NC(=O)CN2CCCC2)cc1,1.9
COc1ccc(C(=O)/C=C/Nc2ccc([N+](=O)[O-])cc2C)cc1OC,0.2
Cc1nn(-c2nc3ccccc3s2)c(N)c1-c1ccc(Cl)cc1,-2.4

# Other compounds
SMILES,PglD inh
O=[N+]([O-])c1cc(S(=O)(=O)N2CCCC2)ccc1N/N=C/c1ccncc1,2.2
O=C(CSc1nc(-c2ccco2)cc(C(F)(F)F)n1)Nc1ccc2c(c1)CCC2,-11.9
Clc1ccc(-n2nnnc2SCc2cn3ccccc3n2)cc1,2.1
COc1ccc(NC(=S)NCCC(c2ccccc2)c2ccccc2)c(OC)c1,-10.8
CCc1nc(N2CCOCC2)c(C#N)c2c1COC(C)(C)C2,4.5
c1cc(-c2nn[nH]n2)ccc1CN1CCCCC1,7.8
Clc1cccc(-c2nc3nc4ccccc4nc3n2Cc2ccco2)c1,-3.7
CC(C)CNC(=O)COC(=O)c1cc(S(=O)(=O)N2CCCCC2)ccc1N1CCOCC1,-8.2
O=C(N/N=C/c1ccc(Br)s1)c1ccccn1,1.2
O=C(CSc1nc2c(c(=O)n1-c1ccc(Br)cc1)SCC2)Nc1nccs1,-3.6
COc1ccccc1/C=C/C(=O)OCC(=O)NNC(=O)c1ccccc1,-2.8
CCOC(=O)c1oc2cc(O)ccc2c(=O)c1-c1csc(C)n1,6.2
O=c1c2cccc3c2c(nn1-c1ccccc1)-c1ccccc1-3,-0.2
CC(Oc1ccc(C(C)(C)C)cc1)c1ccnc2nc(/N=C/N(C)C)nn12 (stereo unspecified),2.2
CCc1nc(Nc2ccccc2)c2oc3ccccc3c2n1,-3.2
O=C(O)C1CCCN(S(=O)(=O)c2ccc(F)cc2)C1 (stereo unspecified),9.8
Cc1ccccc1-c1ccc(C=Nc2c(C)n(C)n(-c3ccccc3)c2=O)o1,2.7
CCOc1cc(/C=N/Nc2nc(N3CCCC3)nc(N3CCCC3)n2)ccc1O,-0.5
Cc1ccc(N(NC(=O)C(C)(C)O)C(=O)c2ccccc2)cc1C,-2.5
CCn1c(SCC(=O)NCCc2ccccc2)nnc1-c1cccs1,-2.7
CCOC(=O)c1ccc(N2CN(CCc3ccccc3)CNC2=S)cc1,-2.1
Cc1nnc(SCc2cc(=O)[nH]c(N3CCN(C)CC3)n2)s1,6.2
Cc1scc(C(=O)Nc2ccon2)c1-c1ccccc1,-5.5
CCCNC(=O)CN(C)S(=O)(=O)c1ccc(F)cc1,3.0
COc1ccc(Nc2cc(=O)oc3ccccc23)cc1,-1.6
Nc1c(C(=O)c2ccc(Cl)cc2)sc2c1c(=O)[nH]c(=O)n2-c1ccccc1,-9.6
O=C(CCN1C(=O)c2ccccc2C1=O)Nc1ccccc1C(=O)N1CCOCC1,-0.3
N#C/C(=C\c1ccc(Cl)cc1Cl)c1n[nH]c(Cn2cncn2)n1,6.1
CCOC(=O)N1CCN(S(=O)(=O)c2cccc3cccnc23)CC1,5.8
O=C(CSc1nnc(SCc2ccc(Cl)cc2)s1)N/N=C/c1c(Cl)cccc1Cl,4.2
CCC(C)NC(=O)C1c2cc(OC)c(OC)cc2C(=O)N(C)C1c1ccc(OC)cc1 (stereo unspecified),5.0
O=c1cc(-c2ccc(F)cc2)[nH][nH]1,3.7
COc1ccc(OC(=O)c2cn(C)nc2C(F)(F)F)cc1,9.1
Cc1cc2c(OCC(O)CNC(C)(C)C)cccc2[nH]1 (stereo unspecified),-1.7
COc1ccc(C2SCC(=O)N2c2c(C)n(C)n(-c3ccccc3)c2=O)cc1 (stereo unspecified),-4.9
CC(C)NC(=O)C(=O)NNC(=O)C12CC3CC(CC(C3)C1)C2,0.0
Cc1cccc(-n2c(C)nc3c(cnn3-c3ccc(F)cc3)c2=O)c1,7.7
Cc1cccc(CN2CCc3c(OCC(=O)N4CCCc5ccccc54)cccc3C2=O)c1,-7.4
CCOC(=O)c1cc(-c2ccccc2)n(CCC(=O)N2CCN(c3ccccn3)CC2)c1C,4.4
S=c1[nH]cc(Cc2ccccc2)s1,-10.6
CCOc1ccc2c(c1)OC(c1ccc(C)cc1)(C(F)(F)F)NC2=O (stereo unspecified),5.6
CCCn1c(SCC(=O)N2c3ccccc3CC2C)nnc1-c1ccco1 (stereo unspecified),-2.9
O=C(CSc1nc(Nc2ccccc2)nc(N2CCOCC2)n1)N1CCCC1,-1.7
NNC(=O)c1cc(Cl)ccc1Cl,-1.0
O=C(NCCc1c[nH]c2ccccc12)C1CCN(c2nnc(N3CCCC3=O)s2)CC1,1.6
CC1CCN(Cc2cnc(Cl)s2)CC1,-1.4
CCOC(=O)c1[nH]c2ccccc2c1NC(=O)CN1CCCCC1,2.4
CC(=O)Nc1ccc(S(=O)(=O)N2CCSC2c2ccccc2Cl)cc1 (stereo unspecified),0.6
Cn1c(=O)c2c(nc(N3CCCCC3)n2C)n(C)c1=O,-1.6
COc1cccc(/C=N/NC(=O)c2nc(-c3ccccc3)cc(-c3ccccc3)n2)c1O,-2.8
C=CCN1C(=O)C(O)=C(C(C)=O)C1c1ccccc1F (stereo unspecified),-1.0
C1=CC2=NC34CCCCC3CC3=C(CCCC3)N4C2=CC1=NC1CCCCC1 (stereo unspecified),-5.0
CC1CC(OCC(O)CN2CCN(Cc3ccccc3)CC2)CC(C)(C)C1 (stereo unspecified),-5.4
c1ccc2c(Oc3ccc4c(c3)OCO4)nncc2c1,-0.3
COC(=O)c1ccccc1NC(=O)c1cc2sccc2n1C,-4.5
Cc1ccc(C)c(NCCC#N)c1,-0.1
Cc1ccc(-c2nnn(CC(=O)N(Cc3ccco3)C(C(=O)NC3CCCC3)c3cccs3)n2)o1 (stereo unspecified),1.3
Cc1cccc[n+]1CC(=O)Nc1ccc([N+](=O)[O-])cc1Cl,-0.8
CC(=O)Oc1ccc2c(c1)C(=O)c1ccccc1CO2,0.7
O=C(c1ccccc1)c1cccn1CC(=O)N1CCN(C2CCCCC2)CC1,-0.2

# Part of the list above in another layout.
mol	PglD inh
O=C(CSc1nc(Nc2ccccc2)nc(N2CCOCC2)n1)N1CCCC1	-1.7
NNC(=O)c1cc(Cl)ccc1Cl	-1.0
O=C(NCCc1c[nH]c2ccccc12)C1CCN(c2nnc(N3CCCC3=O)s2)CC1	1.6
CC1CCN(Cc2cnc(Cl)s2)CC1	-1.4
CCOC(=O)c1[nH]c2ccccc2c1NC(=O)CN1CCCCC1	2.4
CC(=O)Nc1ccc(S(=O)(=O)N2CCSC2c2ccccc2Cl)cc1 (stereo unspecified)	0.6
Cn1c(=O)c2c(nc(N3CCCCC3)n2C)n(C)c1=O	-1.6
COc1cccc(/C=N/NC(=O)c2nc(-c3ccccc3)cc(-c3ccccc3)n2)c1O	-2.8
C=CCN1C(=O)C(O)=C(C(C)=O)C1c1ccccc1F (stereo unspecified)	-1.0
C1=CC2=NC34CCCCC3CC3=C(CCCC3)N4C2=CC1=NC1CCCCC1 (stereo unspecified)	-5.0
CC1CC(OCC(O)CN2CCN(Cc3ccccc3)CC2)CC(C)(C)C1 (stereo unspecified)	-5.4
c1ccc2c(Oc3ccc4c(c3)OCO4)nncc2c1	-0.3
COC(=O)c1ccccc1NC(=O)c1cc2sccc2n1C	-4.5
Cc1ccc(C)c(NCCC#N)c1	-0.1
Cc1ccc(-c2nnn(CC(=O)N(Cc3ccco3)C(C(=O)NC3CCCC3)c3cccs3)n2)o1 (stereo unspecified)	1.3
Cc1cccc[n+]1CC(=O)Nc1ccc([N+](=O)[O-])cc1Cl	-0.8
CC(=O)Oc1ccc2c(c1)C(=O)c1ccccc1CO2	0.7
O=C(c1ccccc1)c1cccn1CC(=O)N1CCN(C2CCCCC2)CC1	-0.2

# Other records:
SMILES,PglD inh
O=C(CCC(=O)N1CCOCC1)Nc1nnc(C2CCCCC2)s1,-0.9
CCOC(=O)C1=C(N)N2C(=O)C(C)SC2=C(C(=O)OCC)C1c1ccccc1 (stereo unspecified),6.6
O=C(c1ccc(Br)s1)N1CCN(Cc2ccc3c(c2)OCO3)CC1,4.3
Cc1nn(CCC#N)c2nc(-c3ccccc3)cc(C(F)(F)F)c12,1.8
O=C(COC(=O)CNS(=O)(=O)/C=C/c1ccccc1)NC1CCS(=O)(=O)C1 (stereo unspecified),0.0
CC(C)(C)OC(=O)c1c(N)n(CCCN2CCCC2=O)c2nc3ccccc3nc12,2.9
COc1ccc(NC(=O)CN(c2ccc([N+](=O)[O-])cc2)S(=O)(=O)c2ccccc2)cc1,-7.0
Cc1ccc(F)cc1NC(=O)c1ccc2c(c1)OCO2,0.6
CCCN1C2CCCC1CC(NC(=O)Nc1ccc(C(C)C)cc1)C2 (stereo unspecified),-2.8
COc1ccc(NC(=O)c2cccc(S(=O)(=O)N3CCOCC3)c2)cn1,1.2
O=S(=O)(O)c1nc2ccccc2n1CCOc1ccccc1,2.4
O=C(/C=C/c1ccc(OCCCF)cc1)NCc1ccc(Cl)cc1,-1.5

# Only part of the results is shown. The share of hits here may be higher or lower than overall.
